Growth percent in the NCI-60 one-dose screen (48 h, 10 µM unless noted): 100 = growth as untreated, 0 = no growth, -100 = all killed.
HL-60(TB): HL-60(TB) leukemia cells. 78,000 tested, 9% active. AID 1794776; active = growth percent below 10
The depositor's hits bear a star; & = joins results of further samples.

SMILES	HL-60(TB)
Cc1cc2c(cc1-c1ccnc(/C=C/C(=O)O)c1)C(C)(C)CCC2(C)C	59
Cc1cccc(NNC(=S)Nc2ccccc2)c1	96
COc1ccc(C/C(C)=C(\c2ccc(Cl)cc2)c2ccc(OCCN3CCCCCC3)cc2)cc1	31
CCN(CC)CCCCCCNc1ccnc2cc(Cl)ccc12	103
Clc1cccc(Cc2cn3cc(-c4ccc(Br)cc4)nc3s2)c1Cl	85&106
N#Cc1c(-c2ccc(Br)cc2)nc(SCC(=O)c2ccc(Cl)cc2)[nH]c1=O	104
COc1ccc(-n2c(SCC(=O)NNC(=S)NC(=O)c3ccc(Br)cc3)nc3cc(OC)c(OC)cc3c2=O)cc1	108
O=C(NN=C1CCCCCC1)c1ccc(NC(=O)c2ccccn2)cc1	95
COc1ccc(/C=C2\Oc3cc(OCCN4CCCCC4)ccc3C2=O)cc1OC	101
CCCCC(CC)CN=C(N)NC(N)=NCCCCCCN=C(N)NC(N)=NCC(CC)CCCC (stereo unspecified)	-77*
C=CC(=O)Nc1cccc(-c2nc(SC)n(C)c(=O)c2C#N)c1	88
CN(CSc1ccc(Cl)cc1)c1ccc(CSc2ccc(Cl)cc2)cc1	-16*
COc1ccc(/C=C(\C#N)c2nc3ccccc3s2)cc1	79
Cn1cc(-c2c(NCc3ccco3)c(=O)c2=O)c2ccccc21	92
Cc1c(/C=C(\C#N)c2ccc([N+](=O)[O-])cc2)c(=O)n(-c2ccccc2)n1C	109&94
Cc1nc2sc(C(=O)Nc3cccc(Cl)c3C)c(N)c2cc1C(=O)c1ccccc1	5.3*
CCOc1ccc(/C=C(\C#N)c2cc3ccccc3[nH]2)cc1	44
Nc1ccc(S(=O)(=O)N/N=C/C=C/c2ccccc2)cc1	87
C(=N/OCc1ccccc1)/c1cccnc1	103
O=S(=O)(Nc1ccc(Cl)c(Cl)c1)c1ccc(-c2cnc(C3CC3)o2)cc1	19
O=C(Nc1ccc(OCc2nnc(-c3ccccc3)o2)c(F)c1)c1cccc(C(F)(F)F)c1	93
CC(=O)Nc1cccc(-c2nc3ccccc3n2Cc2ccc(C)cc2)c1	82
O=c1cc(-c2ccccc2)oc2ccc3ccccc3c12	101
c1ccc(CSC2=NCCN2)cc1	99
COc1ccc(-c2nc(SCc3cc(=O)oc4ccc(OC)cc34)[nH]c(=O)c2C(=O)NC(C)(C)C)cc1	101
Cc1ccccc1C(=O)Oc1ccc(Cl)cc1Cl	95
COc1cc2ncnc(Nc3ccc(S(=O)(=O)Nc4nccs4)cc3)c2cc1OCCCN1CCCCC1	91
O=C(OCCN(CCOC(=O)c1ccc([N+](=O)[O-])cc1)c1c[nH]c(=O)[nH]c1=O)c1ccc([N+](=O)[O-])cc1	78
CC(=O)Nc1ccc(C(=O)CCl)cc1	-19*
COc1ccc(-c2c(NC(=O)Nc3ccc(F)cc3)cnn2-c2ccc(S(N)(=O)=O)cc2)cc1	85
CCCCCC1c2cc(O)ccc2OC1N1CCOCC1 (stereo unspecified)	26
O=C(Cn1c(CO)nc2ccccc21)N1N=C(c2ccc(Cl)cc2)CC1c1ccco1 (stereo unspecified)	80
O=C1C=CC2C=CC1C=C2	104
CN(C)c1ccc(N=C(C#N)c2cc3ccccc3[nH]2)cc1	55
O=C1NC(SCc2ccc(F)cc2)=N/C1=C/c1cccc(OCc2ccc(Cl)cc2)c1	61
COCc1c(N)c(C)nc(Cl)c1NC(C)=O	106
CCCCCCCCSCc1ccc(N)cc1	72
Nc1n[nH]c(N)c1N=Nc1ccc(S(N)(=O)=O)cc1	113
C/C(=N\NC(=O)CSc1nc2ccccc2c(=O)n1CCc1ccc(S(N)(=O)=O)cc1)c1ccc(Cl)cc1	92
CCCn1c(=O)c2[nH]c(-c3ccc(OCc4nc5ccccc5[nH]4)cc3)nc2n(CCC)c1=O	85
Cc1nc(SCC(=O)c2ccc(Cl)cc2)n(Nc2ccccc2)c1C	92
O=C1SCN(Cc2ccccc2)CN1Cc1ccccc1	71
CCOC(=O)c1c2c(c(C)n1Cc1ccccc1)-c1oncc1CC2	78
CC(=O)N(Cc1ccccc1)c1nc2ccc(O)c(CN(C)C)c2s1	105
CC(=O)c1ccc2c3c(ccc([N+](=O)[O-])c13)CC2	74
CC(=O)c1ccc(NC(=O)COc2ccc(C3SCC(=O)N3c3ccc(Br)cc3)cc2)cc1 (stereo unspecified)	97
O=C(NCc1ccccc1)C(c1ccc(Br)cc1)N(C(=O)CCc1ccc(O)cc1)C1CC1 (stereo unspecified)	98
CN(C)c1ccc(/C=C/C(=O)c2ccccc2O)cc1	76
COc1ccccc1[C@H]1C(C(=O)c2ccc(O)cc2)C2(N[C@@H]1c1ccccc1)C(=O)Nc1ccc(Br)cc12 (stereo partly specified)	10
C#C[C@]1(O)CCC2C3CCc4cc(OC5CCCC5)ccc4C3CC[C@@]21C (stereo partly specified)	77
COc1ccc(C2C3=C(COC3=O)N(CCO)c3cc(OC)c(OC)cc32)cc1 (stereo unspecified)	89
Nc1nc(Nc2cc(Cl)cc(Cl)c2)nn1S(=O)(=O)c1ccc2ccccc2c1	89
N#CC1=C(N)Oc2cc(O)ccc2C1c1cc2c(c([N+](=O)[O-])c1)OCCO2 (stereo unspecified)	145
O=C(/C=C/c1ccc2c(c1)OCO2)OC/C=C/c1ccc2c(c1)OCO2	120
COc1ccc(/C=C/C=C\C(=O)c2ccc(-n3ccnc3)cc2)cc1	67
CC(=O)c1cccc(OC(=O)c2ccccc2)c1	80
CNC(=S)NNC(=O)C1CC1	73
CCSC(=O)CCC(C)C1CCC2C3CC=C4CC(OC(C)=O)CCC4(C)C3CCC12C (stereo unspecified)	114
C=CC(=O)Nc1ccc(C(=O)/C=C/c2ccc(N(C)C)cc2)c(O)c1	1.0*
O=S(=O)(F)c1ccc(N=C=S)cc1	94

Shown with each value named: entries from further up
C=CC(=O)Nc1ccc(C(=O)/C=C/c2ccc(N(C)C)cc2)c(O)c1
  HL-60(TB): 1.0*
O=S(=O)(F)c1ccc(N=C=S)cc1
  HL-60(TB): 94

Remaining list, next part
SMILES	HL-60(TB)
NNCC(O)c1ccccc1 (stereo unspecified)	93
Cc1ccc(S(=O)(=O)NCCCNc2nccc(-c3c(-c4ccccc4)nc4sccn34)n2)cc1	-13*
NS(=O)(=O)c1ccc(Nc2nc(NNC(=O)CBr)nc(Nc3ccccc3)n2)cc1	101
O=C(Nc1cccc(Cn2c(=O)[nH]c3ccc(Oc4ncccn4)cc3c2=O)c1)c1cccc(Cl)c1	54
Fc1ccccc1-c1nnc2sc(-c3ccccc3)nn12	87
O=C(COc1ccc([N+](=O)[O-])cc1)Nc1ccc(S(=O)(=O)F)cc1	78
CCC1(CC)C(=O)NC(=Nc2ccccc2)N(c2ccccc2)C1=O	118
COc1cc(-c2cc(-c3ccc(Cl)cc3)nc(N)c2C#N)cc(OC)c1OC	142
CC(=O)Cc1nc2scc(-c3ccccc3)c2c(=O)[nH]1	107
O=C(c1ccc(Cl)cc1)N1CCCCC1	99
O=C(Cc1cccc([N+](=O)[O-])c1)Nc1ccccc1	107
COc1ccc(-c2cc(-c3ccccc3)c(C#N)c(=O)[nH]2)cc1S(N)(=O)=O	142
COc1cc(CNC(=O)Cc2ccccc2)ccc1O	96
O=Cc1sc2ccccc2c1Br	100
N=C1NC(=O)/C(=C/c2cn(-c3ccccc3)nc2-c2ccccc2)S1	86
O=C(NCCN1CCOCC1)c1cncnc1Nc1ccc(OCc2cccc(F)c2)c(Cl)c1	84
Cc1cccc(OP(=O)(Oc2cccc(C)c2C)Oc2cccc(C)c2C)c1C	97
[O-][n+]1cccc2cccc(O)c21	101
COC(=O)c1cc(C(=O)C(C)(C)C)n2c1ccc1c3ccccc3ccc12	93
O=c1[nH]c2cc([N+](=O)[O-])cc(Cl)c2c2ccccc12	70
O=C(Nc1ccc2ccccc2c1)c1cc2ccccc2cc1O	80
NS(=O)(=O)c1ccc(C(=O)NNCCC(=O)c2ccc3ccccc3c2)cc1	113
CC(=O)[C@H]1CC[C@H]2[C@@H]3C=CC4=CC(=O)CC[C@@]4(C)[C@@H]3CC[C@]12C	105
CC1Cc2cccc3ccc(=O)n(c23)C1 (stereo unspecified)	100
O=C(Nc1ccc2[nH]ncc2c1)c1ccccc1-n1cnnn1	97
CC(C)CCNC(=O)CCn1ccc2ccc(Br)cc2c1=O	108
S=c1[nH]c2ccccc2[nH]c1=S	93&106
Cc1cc(C)nc(NS(=O)(=O)c2ccc(Nc3nc(-c4cccnc4)cs3)cc2)n1	94
O=C1Nc2ccccc2C(c2c[nH]c3ccccc23)N1 (stereo unspecified)	99
CN(C)c1ccc(O)cc1	66
COc1ccc(-c2n[nH]nc2-c2cc(OC)c3c(c2OC)OCO3)cc1	-23*
O=C(/C=C/c1ccccc1)c1cccs1	102
CCOC(=O)N(CC)c1ccccc1	91
Cc1ccccc1NS(=O)(=O)c1ccccc1	96
CN1C(=O)C2(SCC(C(=O)NCc3ccccc3)N2C(=O)C2CCCCC2)c2ccccc21 (stereo unspecified)	80
C/C(=N\O)C1(O)CCCCC1	84
CCn1c(Sc2nnc(NC(=O)CN3CCOCC3)s2)nc2c1c(=O)n(C)c(=O)n2C	111
c1ccc2[nH]c(SCc3nc4ccccc4s3)nc2c1	123
CC1=C(C(=O)O)CC(S(=O)(=O)O)C1(C)C (stereo unspecified)	101
Clc1ccc2c(NCCNc3nc(N4CCCCC4)nc4ccccc34)ccnc2c1	-61*
N#CCN1CCCC1	107
COc1ccc(/C=N/NC(=O)c2ccc(S(C)(=O)=O)cc2)cc1OC	54
COCCn1cc(-c2csc(-c3cn(C(=O)OC(C)(C)C)c4ccc(Br)cc34)n2)c2cccnc21	102
O=CNc1ccc2c(c1)Cc1cccc(NC=O)c1-2	71
COc1ccc(C(C)=C(c2ccc(OCCN(C)C)cc2)c2ccc(OCCN(C)C)cc2)cc1F	84
Clc1ccc2c(NCCCCNc3nc(N4CCOCC4)nc4ccccc34)ccnc2c1	-60*
COc1ccc(CNC(=O)c2c(C)n([O-])c3ccc(F)cc3[n+]2=O)cc1	97
CCCc1ccc(S(=O)(=O)N[C@H]2CC[C@H]3[C@@H]4CCc5cc(O)ccc5[C@H]4CC[C@]23C)cc1	30
COc1ccc(OC)c2c1nnc1c3ncccc3c(C#N)n12	87
Clc1ccccc1-c1ccc(-c2nn3c(-c4ccccc4)nnc3s2)o1	53
O=C(/C=C/Nc1ccc(S(=O)(=O)O)cc1)c1ccccc1	107
N#Cc1c(-c2ccc(Cl)cc2)cc(-c2ccc(NC(=O)CSc3nc4ccccc4c(=O)n3-c3ccccc3)cc2)nc1N	93
C=CCNP(=O)(OCC)OCC	81
CCOC(=O)CSc1nnc(Cc2ccccc2Nc2c(Cl)cccc2Cl)n1CC	62
COC(=O)CC[C@H](C)[C@H]1CC[C@H]2[C@@H]3CC[C@@H]4CC5(CC[C@]4(C)[C@H]3CC(=O)[C@]12C)Nc1ccccc1NC5=NC(C)(C)C (stereo partly specified)	44
Cn1cnc2c1c(=O)n(CCC(=O)Nc1ccc(S(=O)(=O)Nc3ncccn3)cc1)c(=O)n2C	72
Cc1ccc(O)c(CN2CCC3CCC(C3)C2)c1 (stereo unspecified)	101
COc1cc(-c2cn(-c3ccc(Cl)c(Cl)c3)c(=O)[nH]2)cc(OC)c1OC	88
CCc1cccc(CC)c1N1C(=O)C=CC1=O	-7.6*
COc1ccc(-c2nnc3c4[nH]cnc4ncn23)c(OC)c1	13

Sorted by molecular weight (smallest number first): part of the list above
SMILES	HL-60(TB)
N#CCN1CCCC1	107
Cc1ccc(O)c(CN2CCC3CCC(C3)C2)c1 (stereo unspecified)	101
O=CNc1ccc2c(c1)Cc1cccc(NC=O)c1-2	71
COc1ccc(-c2nnc3c4[nH]cnc4ncn23)c(OC)c1	13
Cn1cnc2c1c(=O)n(CCC(=O)Nc1ccc(S(=O)(=O)Nc3ncccn3)cc1)c(=O)n2C	72
COCCn1cc(-c2csc(-c3cn(C(=O)OC(C)(C)C)c4ccc(Br)cc34)n2)c2cccnc21	102
COC(=O)CC[C@H](C)[C@H]1CC[C@H]2[C@@H]3CC[C@@H]4CC5(CC[C@]4(C)[C@H]3CC(=O)[C@]12C)Nc1ccccc1NC5=NC(C)(C)C (stereo partly specified)	44

The main list resumes, starting 7 compounds before the break.
SMILES	HL-60(TB)
CCOC(=O)CSc1nnc(Cc2ccccc2Nc2c(Cl)cccc2Cl)n1CC	62
COC(=O)CC[C@H](C)[C@H]1CC[C@H]2[C@@H]3CC[C@@H]4CC5(CC[C@]4(C)[C@H]3CC(=O)[C@]12C)Nc1ccccc1NC5=NC(C)(C)C (stereo partly specified)	44
Cn1cnc2c1c(=O)n(CCC(=O)Nc1ccc(S(=O)(=O)Nc3ncccn3)cc1)c(=O)n2C	72
Cc1ccc(O)c(CN2CCC3CCC(C3)C2)c1 (stereo unspecified)	101
COc1cc(-c2cn(-c3ccc(Cl)c(Cl)c3)c(=O)[nH]2)cc(OC)c1OC	88
CCc1cccc(CC)c1N1C(=O)C=CC1=O	-7.6*
COc1ccc(-c2nnc3c4[nH]cnc4ncn23)c(OC)c1	13
CC(=O)OC[C@H]1OC(Sc2sc(C(=O)c3ccc(C)cc3)c(N)c2-c2nc3ccccc3s2)[C@H](OC(C)=O)[C@@H](OC(C)=O)[C@H]1OC(C)=O (stereo partly specified)	83
S=c1n(Cc2ccc3ccccc3c2)c2ccccc2n1Cc1ccc2ccccc2c1	95
COc1nc2[nH]c(-c3ccc(Cl)cc3)c(C3C(=O)N(Cc4ccccc4)c4ccccc43)c2c(=O)[nH]1 (stereo unspecified)	99
CC(=O)Nc1nc(C)c(CCC2OCCO2)c(=O)[nH]1	101
O=C(Cc1ccc(C(O)CC(=O)c2ccccc2O)cc1)Nc1ccccc1 (stereo unspecified)	76
CC(C)OC(=O)Nc1c(C(C)C)cccc1C(C)C	106
Nc1[nH]nc(Nc2ccccc2)c1-c1nc2ccccc2s1	17
O=S(=O)(Cl)c1ccccc1Cl	93
O=C1Nc2cc(-c3ccc(NS(=O)(=O)c4ccc(F)c(Cl)c4)cc3)ccc2/C1=C/c1ccc[nH]1	47

Source: PubChem

Only part of the results is shown; count on the stated rates, not on these rows.
